# DAX1 inh-1 = inhibitors of human orphan nuclear receptor DAX1 (NR0B1); HEK293 Gal4-DAX1 luciferase reporter, luminescence; P51843; actives 0.99% (n = 340,000); AID 504766; inhibition, % at 6.75 µM;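 active = inhibition above the mean over all tested compounds plus 3 SD, cut at about 4.2% in these data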;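 also: 0% = DAX1-transfected cells with DMSO and 100% = empty-vector control cells with DMSO; inhibition shows as a rise in luminescence from relieved DAX1 repression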
# hgDAF-12 ag = agonists of H. glycines DAF-12 nuclear receptor; HEK293 GAL4-hgDAF12 UAS-luciferase reporter, agonist luminescence; normalized to butyrate control; activation, % at 6.8 µM; actives 1.8% (n = 370,000); AID 687014;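 active = activation above a cutoff set at the mean of all screened compounds plus 3 SD, cut at about 10% in these data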;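 also: 0% = DMSO wells and 100% = sodium butyrate wells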
# GC-A act = GC-A (human) enzyme activation. actives 0.14% (n = 370,000). activation, % at 10 µM. P16066. HEK293 GC-A cells, cGMP TR-FRET, EC30 ANP; 0% at EC30 ANP, 100% saturating ANP. AID 1671463; in the data active = activation above about 40%
# Target sequence (P16066 whole entry, looked up): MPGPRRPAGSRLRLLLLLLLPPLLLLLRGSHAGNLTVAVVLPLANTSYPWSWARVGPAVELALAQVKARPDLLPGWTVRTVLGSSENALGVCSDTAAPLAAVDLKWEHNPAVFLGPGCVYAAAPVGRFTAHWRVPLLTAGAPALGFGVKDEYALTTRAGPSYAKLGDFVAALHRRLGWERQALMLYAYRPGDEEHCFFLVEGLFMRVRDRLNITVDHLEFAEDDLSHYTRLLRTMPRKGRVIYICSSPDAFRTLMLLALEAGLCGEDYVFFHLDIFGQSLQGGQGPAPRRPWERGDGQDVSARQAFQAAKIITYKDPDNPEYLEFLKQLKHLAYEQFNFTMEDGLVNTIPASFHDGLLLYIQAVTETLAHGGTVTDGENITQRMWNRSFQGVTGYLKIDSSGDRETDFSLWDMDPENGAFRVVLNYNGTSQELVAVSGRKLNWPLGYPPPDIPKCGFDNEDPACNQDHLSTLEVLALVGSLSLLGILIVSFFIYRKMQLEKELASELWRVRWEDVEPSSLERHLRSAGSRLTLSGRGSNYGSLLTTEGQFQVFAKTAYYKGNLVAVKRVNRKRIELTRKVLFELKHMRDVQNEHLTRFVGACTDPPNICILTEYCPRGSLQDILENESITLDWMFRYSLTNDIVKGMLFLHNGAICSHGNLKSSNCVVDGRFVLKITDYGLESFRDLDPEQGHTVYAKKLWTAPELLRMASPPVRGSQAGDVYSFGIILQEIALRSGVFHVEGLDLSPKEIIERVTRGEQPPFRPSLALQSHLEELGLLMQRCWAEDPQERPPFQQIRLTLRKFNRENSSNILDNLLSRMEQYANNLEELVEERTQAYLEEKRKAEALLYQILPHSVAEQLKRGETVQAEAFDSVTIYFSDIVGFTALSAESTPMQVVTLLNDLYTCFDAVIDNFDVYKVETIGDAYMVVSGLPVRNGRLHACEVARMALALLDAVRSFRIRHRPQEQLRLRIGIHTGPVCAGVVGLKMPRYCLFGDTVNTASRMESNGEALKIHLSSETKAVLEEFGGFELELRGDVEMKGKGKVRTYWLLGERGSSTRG
# ADAM17 inh = inhibits human ADAM17; P78536; recombinant ADAM17, EDANS/DABCYL FRET peptide cleavage; inhibition, % at 6.95 µM; actives 0.83% (n = 370,000); AID 720648;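 active = inhibition above the mean of compounds lying between control limits plus 3 SD, set per campaign, cut at about 8.5% in these data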;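 also: 0% = DMSO-only wells as the low control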
# ADAM10 inh = ADAM10 inhibition, QFRET primary screen. actives 0.62% (n = 370,000). inhibition, % at 7 µM. O14672. recombinant ADAM10, EDANS/DABCYL FRET peptide cleavage, 3 h;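 active = inhibition above a per-campaign cutoff equal to the mean of compounds falling between control-based bounds plus 3 SD, cut at about 20% in these data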;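 also: 0% = DMSO wells while the 100% control is not disclosed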
# DAX1 inh-2 = inhibitors of DAX1 repression of SF-1 activated StAR promoter | HEK293T StAR-luciferase reporter, SF-1/DAX-1 repression relief | inhibition, % at 6.8 µM | actives 1.1% (n = 370,000) | AID 652010;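 active = inhibition above the mean over all tested compounds plus 3 SD, cut at about 3.6% in these data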;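 also: 0% = DAX-1 cells with DMSO and 100% = cells lacking DAX-1 with DMSO; higher inhibition means more luminescence from relief of DAX-1 repression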
# PG9 binder = small molecules binding HIV-1 gp120 antibody PG9; inhibition, % at 6.7 µM; TR-FRET gp120-PG9 antibody binding; AID 624416; actives 0.43% (n = 360,000); in the data active = inhibition above about 8.5%
# SMARCA2 act = SMARCA2 function activation, primary screen | MG213 cells, MMTV-luciferase reporter, dexamethasone, overnight | activation, % at 9.1 µM | actives 1% (n = 370,000) | AID 652017; in the data active = activation above about 7.8%;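 also: 0% = vehicle wells and 100% = reference activator wells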
# GAA850 FXN act = activators of GAA850 frataxin (FXN) promoter. HEK293 lucGAA850 FXN promoter luciferase reporter, 24 h; percent of 10 µM SAHA response. activation, % at 6 µM. actives 0.56% (n = 360,000). AID 540364;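 active = activation above the average of all compounds screened plus 3 SD, cutoff fixed separately per campaign, cut at about 7.5% in these data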;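 also: 0% = DMSO wells and 100% = 10 µM SAHA wells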
# hcDAF12 agonist = H. contortus DAF-12 activation, primary screen | activation, % at 6.8 µM | actives 1.4% (n = 370,000) | AID 652067 | HEK293 hcDAF-12 lit1-tk-luc reporter, luminescence; 0% DMSO, 100% Δ7-dafachronic acid;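 active = activation above the mean of all tested compounds plus 3 SD, cut at about 5.5% in these data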;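 also: 100% = response to 3 µM Δ7-dafachronic acid high control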
# ssDAF12 agonist = S. stercoralis DAF-12 activation, primary screen | HEK293 ssDAF-12/GRIP1 lit1-tk-luc reporter, luminescence; % of 3 µM dafachronic acid response | activation, % at 6.8 µM | actives 1% (n = 370,000) | AID 652126;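 active = activation above the mean over all tested compounds plus 3 SD, cut at about 0.9% in these data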;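 also: 0% = DMSO-only wells and 100% = 3 µM delta7-dafachronic acid wells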
# * marks the source's active call; other numbers are inactive results; i = inactive; . = no result given.
# Screens in order – DAX1 inh-1	hgDAF-12 ag	GC-A act	ADAM17 inh	ADAM10 inh	DAX1 inh-2	PG9 binder	SMARCA2 act	GAA850 FXN act	hcDAF12 agonist	ssDAF12 agonist
COc1ccccc1/C=C/C(=O)NCC(=O)N/N=C(/C)c1ccco1
 : -1.7	0.1	6	-17	-44	-0.2	-0.2	-2	0.7	0.4	-1.4
COc1ccccc1C(=O)N(Cc1cccs1)C1CCS(=O)(=O)C1 (stereo not drawn)
 : -1.2	1.6	0	-2	1	-0.4	-1.9	0	1.1	-0.8	-0.9
COc1cc(/C=C/C(=O)OCC(=O)N2CCN(S(=O)(=O)c3ccc(C)cc3C)CC2)cc(Cl)c1OC
 : -1.2	1.4	1	-3	-4	0.7	0.1	-1	2.4	-0.3	-0.3
C[C@H]1CN([C@@H](C)CO)S(=O)(=O)c2ccc(Br)cc2O[C@H]1CN(C)C(=O)Cc1ccccn1
 : -0.6	-5.4	-9	-1	-15	-1.2	-1.2	-4	0.8	-2.1	-1.3
Nn1c(SCC(=O)Nc2ccccc2-c2ccccc2)nnc1-c1n[nH]c2c1CCC2
 : .	-2.5	-10	2	8	-0.3	.	0	.	-2.8	-1.0
CCCCC(NC(=O)COc1cc2c(c3oc(=O)cc(C)c13)CCC(C)(C)O2)C(=O)O (stereo not drawn)
 : 0.4	0.8	-6	-386	i	0.4	-0.4	-1	1.5	-0.8	-1.2
COc1cccc(NC(=O)C2CCOC2=O)c1 (stereo not drawn)
 : .	0.1	1	-7	4	0.0	-1.0	-7	1.1	-1.4	-1.4
O=C1C(Oc2ccccc2)C(c2ccc3c(c2)OCO3)N1CCc1ccc(F)cc1 (stereo not drawn)
 : 2.9	-1.4	-12	1	1	0.1	-1.9	0	-1.6	-2.7	0.5
O=C(OCCOCCN=C1NS(=O)(=O)c2ccccc21)c1ccncc1
 : -0.6	-2.8	3	-6	-4	-0.1	1.3	-1	-3.3	-1.7	-0.4
Cc1ccc(CSc2nc(N)cc(N)n2)cc1
 : 0.6	6.0	2	0	11	0.9	-0.8	1	2.9	1.9	0.4
O=C(Nc1ccc(Cl)cc1)c1nc[nH]c1C(=O)N1CCc2ccccc2C1
 : 1.6	0.0	0	-1	-1	0.8	-0.2	2	-1.3	-1.7	-1.4
O=C(NCc1ccccn1)Nc1ccc(Cl)c(Cl)c1
 : 0.2	2.6	2	2	2	0.1	-0.3	5	1.1	-1.1	-1.0
c1ccc2c3c([nH]c2c1)C(C1CCCCC1)N(Cc1ncc[nH]1)CC3 (stereo not drawn)
 : 0.3	-0.9	-20	0	-17	0.0	-1.4	0	-1.1	4.3	-0.2
O=C1C=C(c2ccc(F)nc2)C[C@@H](c2ccc3c(c2)OCO3)C1
 : 1.6	-2.4	1	1	-6	-0.9	-0.3	0	-0.1	-1.0	-0.8
O=C(N/N=C/c1ccc2c(c1)OCO2)C(=O)Nc1ccccc1Cl
 : -0.1	0.1	2	-2	-11	1.2	1.3	-2	0.4	-0.7	-0.9
CC(C)CC(=O)Nc1ccccc1N1CCN(c2ccc(F)cc2)CC1
 : -0.5	0.2	0	-4	-2	-0.9	1.4	-2	-0.4	-1.1	-1.9
CC(C)NC(=O)NNc1c(Cl)cncc1Cl
 : .	-0.3	2	3	-3	-0.7	-2.7	-4	0.0	-1.2	-0.7
COC(=O)c1cc(-c2ccccc2)n(CCN)c1C
 : -0.6	-2.8	3	-7	1	1.3	3.8	-1	-0.7	-2.5	-1.6
O=C(O)C1CC(c2ccccc2)=Nc2ccccc2S1 (stereo not drawn)
 : 2.8	7.8	-2	1	7	0.5	0.1	3	3.8	4.9	-0.5
COc1cc(NC(=O)COC(=O)CNC(=O)c2ccc(C)s2)cc(OC)c1
 : .	4.5	-4	-6	-2	0.4	-1.5	-4	1.6	0.4	0.3
CCCCn1c(N)c(N(CC)C(=O)c2cc(C)cc(C)c2)c(=O)[nH]c1=O
 : -0.4	1.0	4	-5	9	-0.2	-1.0	-2	-1.4	-0.3	-1.2
O=C1C2C3C=CC(C3)C2C(=O)N1CCCCCCN1C(=O)C2C3C=CC(C3)C2C1=O (stereo not drawn)
 : -1.1	-0.1	1	0	2	-1.4	0.9	-5	-1.8	-2.6	-2.3
COc1ccc(CCNC(=O)C2CCN(S(=O)(=O)N3CCC(C)CC3)CC2)cc1OC
 : 0.1	-0.9	4	-3	-3	-0.3	-2.9	-3	0.4	-1.9	-1.0
Cc1ccccc1OCCCC(=O)NC1CCCCC1
 : 1.5	5.0	0	-6	2	0.0	0.6	4	4.2	2.6	-0.4
N#C/C(=C\c1cccs1)C(=O)N1CCOCC1
 : 0.2	1.6	0	0	3	-0.1	0.1	2	-0.7	-1.4	-0.4
CC1C(=O)N2CCCc3cc(S(=O)(=O)NCc4ccc(F)cc4)cc1c32 (stereo not drawn)
 : 0.1	-0.5	2	-6	-13	-1.0	1.9	-2	-1.0	-1.0	-1.0
COc1ccc(/C=C2/SC(=S)N(NS(=O)(=O)c3ccccc3)C2=O)cc1
 : 0.2	0.1	-8	1	4	0.2	1.1	-2	-0.6	0.5	-1.3
Cc1ccc(NC(=O)CCNC(=O)c2ccc([N+](=O)[O-])cc2)cc1S(=O)(=O)N(C)C
 : 0.0	-6.0	-4	-4	-2	-0.7	0.7	-2	-0.8	-0.7	-1.0
Cc1ccc(S(=O)(=O)N2CCCCC2)cc1NC(=O)COc1ccccc1F
 : 1.1	-2.5	4	2	0	0.0	-0.2	1	1.9	-2.2	-1.8
c1ccc(C[C@H]2CN=C(Nc3ccccc3)N2CC2CCC2)cc1
 : -0.1	-0.6	-6	-3	1	-0.1	1.5	0	-0.2	-1.6	-1.1
CC(=O)N/C(=C\c1ccccc1)C(=O)OCC(=O)Nc1cc(S(=O)(=O)N(C)C)ccc1C
 : -1.0	0.2	-1	-3	0	-2.2	-0.6	0	0.3	-1.5	-0.6
O=C1c2ccccc2/C(=C\C#Cc2ccccn2)N1c1ccccc1
 : 2.2	-4.0	-1	-10	-12	-0.4	0.2	-4	-4.1	-0.8	-1.5
CCOC(=O)c1ccccc1NC(=O)Cn1cnc2c(nnn2-c2ccc(C)cc2)c1=O
 : -0.6	2.4	-4	0	-6	-0.7	-0.3	-3	1.9	0.7	-1.2
OCCC1CN(Cc2cnc(N3CCOCC3)s2)CCN1C1CCCC1 (stereo not drawn)
 : 2.2	3.5	2	-8	3	0.4	-0.7	-4	0.4	-1.0	-2.0
CC(C)OC(=O)CSc1nnc(Cc2ccccc2)n1CC1CCCO1 (stereo not drawn)
 : 1.9	-0.2	-1	-6	-9	0.2	-0.4	0	0.1	-1.0	-1.1
CS(=O)(=O)c1ccccc1C(=O)Nc1cc2c(cc1C(=O)O)OCCCO2
 : 5.8*	1.0	-1	-2	-2	0.5	-1.7	-3	-0.5	-0.3	-1.2
CCOC(=O)Cc1csc(NC(=O)CSc2nncn2C)n1
 : 2.0	-1.4	2	-2	-6	0.1	-1.3	-1	3.7	0.4	-1.0
CCCCn1c(N)c(N(CCOC)C(=O)CCS(=O)(=O)c2ccc(C)cc2)c(=O)[nH]c1=O
 : 1.7	2.0	-3	-5	-12	-1.0	0.1	0	-0.1	0.0	-0.7
COc1ccccc1C(=O)Nc1nnc(-c2ccc(F)cc2)o1
 : -0.4	1.1	-3	-33	-7	1.5	-1.2	-1	1.5	-1.7	-1.5
Cc1ccc2cc(C#N)c(SCC(=O)NCc3ccco3)nc2c1
 : 0.8	1.0	-6	-11	-37	-0.5	0.1	3	0.4	-1.7	-1.7
COc1cc(S(=O)(=O)Nc2ccccc2N2CCCCC2)ccc1NC(C)=O
 : -0.4	-0.1	-6	-1	-12	1.5	0.3	-3	-2.0	-1.0	-1.6
CCOc1ccc(C2=Nn3c(nnc3-c3ccco3)SC2)cc1
 : -0.2	-3.8	1	-1	-8	-0.8	-0.7	-2	2.8	-1.4	-1.9
O=C(COc1ccc(Cl)cc1Br)OCC(=O)c1ccc[nH]1
 : -0.2	-0.2	6	-2	-7	-0.4	2.3	-1	-0.5	0.0	-1.1
O=C(CSc1nnc(-c2ccccc2)n1-c1ccc(Cl)cc1)Nc1ccc(OCc2ccccc2)cc1
 : .	-0.8	3	2	1	-0.2	.	0	.	1.4	-1.2
CCN1CCN(C(C(=O)NC2CCCCC2)c2ccnc3ccccc23)CC1 (stereo not drawn)
 : .	-1.4	-5	0	-5	2.4	-0.3	-2	.	3.6	-0.6

# Quoted at random: 7 compounds from above.
# Screens in order – DAX1 inh-1	hgDAF-12 ag	GC-A act	ADAM17 inh	ADAM10 inh	DAX1 inh-2	PG9 binder	SMARCA2 act	GAA850 FXN act	hcDAF12 agonist	ssDAF12 agonist
O=C(COc1ccc(Cl)cc1Br)OCC(=O)c1ccc[nH]1
 : -0.2	-0.2	6	-2	-7	-0.4	2.3	-1	-0.5	0.0	-1.1
COc1ccccc1C(=O)Nc1nnc(-c2ccc(F)cc2)o1
 : -0.4	1.1	-3	-33	-7	1.5	-1.2	-1	1.5	-1.7	-1.5
CC(=O)N/C(=C\c1ccccc1)C(=O)OCC(=O)Nc1cc(S(=O)(=O)N(C)C)ccc1C
 : -1.0	0.2	-1	-3	0	-2.2	-0.6	0	0.3	-1.5	-0.6
COc1cc(S(=O)(=O)Nc2ccccc2N2CCCCC2)ccc1NC(C)=O
 : -0.4	-0.1	-6	-1	-12	1.5	0.3	-3	-2.0	-1.0	-1.6
CCOc1ccc(C2=Nn3c(nnc3-c3ccco3)SC2)cc1
 : -0.2	-3.8	1	-1	-8	-0.8	-0.7	-2	2.8	-1.4	-1.9
O=C1c2ccccc2/C(=C\C#Cc2ccccn2)N1c1ccccc1
 : 2.2	-4.0	-1	-10	-12	-0.4	0.2	-4	-4.1	-0.8	-1.5
CCCCn1c(N)c(N(CCOC)C(=O)CCS(=O)(=O)c2ccc(C)cc2)c(=O)[nH]c1=O
 : 1.7	2.0	-3	-5	-12	-1.0	0.1	0	-0.1	0.0	-0.7

# Three compounds out of the list above, arranged by the value under GC-A act, high to low.
Compound,GC-A act
O=C1c2ccccc2/C(=C\C#Cc2ccccn2)N1c1ccccc1,-1
CCCCn1c(N)c(N(CCOC)C(=O)CCS(=O)(=O)c2ccc(C)cc2)c(=O)[nH]c1=O,-3
CCN1CCN(C(C(=O)NC2CCCCC2)c2ccnc3ccccc23)CC1 (stereo not drawn),-5
